SENP8 block: SENP8 protease inhibitors, primary screen, biochemical, luminescence; 1.2% of 330,000 active; inhibition, % at 10 µM; AID 2540, 2010; purified SENP8, Z-RLRGG-aminoluciferin cleavage; Sentrin-specific protease 8 (Homo sapiens), Q96LD8
Jurkat NFkB inh: inhibitors of induced NF-kB luciferase reporter, primary screen, TCR NF-kB activation inhibitor project, cell-based, luminescence, uHTS | 0.53% of 330,000 active | inhibition, % at 4 µM | Jurkat, PMA/ionomycin-induced NF-kB luciferase reporter | AID 435003, 2010
697 NFkB inh: inhibitors of PMA/ionomycin-induced NF-kB reporter, 697 cells, primary screen, B-cell NF-kB inhibitor project, cell-based, luminescence, uHTS | 697 B-cell NF-kB luciferase reporter, 16 h | inhibition, % at 4 µM | 0.33% of 330,000 active | AID 435022, 2010; in the data active means inhibition above about 35%
Gli-Sufu antag: Gli-Sufu pathway antagonists, primary screen, luciferase luminescence, Sufu-KO-LIGHT cells, uHTS; inhibition, % at 5 µM; 0.74% of 340,000 active; Sufu-KO-LIGHT fibroblasts, Gli luciferase reporter luminescence;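 active means inhibition above about 55%, limit read from the data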;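 further: 0% = DMSO-treated cells and 100% = wells with medium but no cells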
UBC13 inh: UBC13 polyubiquitin chain formation inhibitors, primary screen, biochemical, TR-FRET, uHTS. Ubiquitin-conjugating enzyme E2 N (Homo sapiens), P61088. inhibition, % at 20 µM. 0.47% of 330,000 active; in the data active means inhibition above about 45%, passing the limit was not always enough
Target sequence (P61088 whole entry, looked up): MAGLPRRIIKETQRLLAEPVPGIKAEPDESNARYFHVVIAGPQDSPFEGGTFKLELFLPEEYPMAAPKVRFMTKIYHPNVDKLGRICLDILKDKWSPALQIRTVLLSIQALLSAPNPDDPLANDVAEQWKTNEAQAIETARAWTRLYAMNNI
EBI2 block: EBI2 receptor antagonists, beta-arrestin recruitment, primary screen, cell-based, luminescence, 7a,25-OHC stimulation, uHTS. G-protein coupled receptor 183 (Homo sapiens), P32249. 7a,25-OHC stimulated. inhibition, % at 5 µM. 0.81% of 360,000 active; in the data active means inhibition above about 38%;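 further: enzyme fragment complementation signal reports receptor beta-arrestin coupling in cells; 0% = agonist plus DMSO wells and 100% = wells without agonist; some results beyond the cut were filed as inactive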
Target sequence (P32249 whole entry, looked up, the tested form may be a part): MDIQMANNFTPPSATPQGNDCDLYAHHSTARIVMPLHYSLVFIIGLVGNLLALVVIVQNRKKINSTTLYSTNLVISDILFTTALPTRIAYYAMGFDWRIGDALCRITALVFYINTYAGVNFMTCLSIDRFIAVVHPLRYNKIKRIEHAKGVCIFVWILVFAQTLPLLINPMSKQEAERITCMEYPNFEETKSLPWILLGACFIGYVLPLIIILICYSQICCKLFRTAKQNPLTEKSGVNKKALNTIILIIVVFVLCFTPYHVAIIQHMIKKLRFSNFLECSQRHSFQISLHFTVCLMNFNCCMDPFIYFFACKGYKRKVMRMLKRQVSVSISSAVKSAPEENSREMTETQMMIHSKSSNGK
CCR6 antagonist: CCR6 receptor antagonists, primary screen, cell-based, CHO-K1, luminescence, beta-arrestin, uHTS. C-C chemokine receptor type 6 (Homo sapiens), P51684. CHO-K1 CCR6 PathHunter beta-arrestin, CCL20-stimulated. inhibition, % at 20 µM. 0.49% of 340,000 active. AID 493098, 2011;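 active means compounds whose inhibition of the agonist-driven luminescence signal at 20 µM reaches about 50%, limit read from the data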;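 further: cells stimulated with CCL20 at 14 nM final; plate controls were DMSO with CCL20 for no effect and DMSO without agonist for full effect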
Target sequence (P51684 whole entry, looked up): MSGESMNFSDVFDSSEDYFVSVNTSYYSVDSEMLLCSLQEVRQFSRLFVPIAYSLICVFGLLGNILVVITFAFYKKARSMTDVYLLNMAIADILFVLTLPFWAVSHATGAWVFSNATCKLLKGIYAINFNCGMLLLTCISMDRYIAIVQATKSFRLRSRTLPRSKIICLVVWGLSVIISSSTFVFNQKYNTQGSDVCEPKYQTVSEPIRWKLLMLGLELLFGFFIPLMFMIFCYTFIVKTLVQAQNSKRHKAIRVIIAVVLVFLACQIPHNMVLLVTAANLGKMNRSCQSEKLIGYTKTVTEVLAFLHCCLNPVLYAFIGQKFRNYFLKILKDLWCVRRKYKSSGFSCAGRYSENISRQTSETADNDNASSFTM
Apaf1 inhib: inhibitors of human Apaf-1 apoptosome, primary screen, biochemical, DEVD-Rh110 fluorescence, uHTS | inhibition, % at 20 µM | Apoptotic protease-activating factor 1 (Homo sapiens), O14727 | 0.71% of 330,000 active | AID 489030, 2010 | reconstituted apoptosome caspase-3 activity; active means inhibition of at least 40% at 20 µM;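 further: plate controls were DMSO wells for no effect and DEVD-CHO caspase inhibitor wells for full effect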
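Material: reconstituted apoptosome with Apaf-1, cytochrome c, caspase-9, procaspase-3, dATP. Technique: Rh110 fluorescence intensity. Buffer or medium: pH 7.5 Hepes buffer with CHAPS, BSA, DTT. Times: 30 min plus 50 min, RT.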
Starred values were filed as active, the others as inactive; · = not tested or not shown. Unless noted, no stated cut-off is given here; in the data, active means inhibition above about 50%; inactive means the rest.

Start of the data: the first 5 compounds (preview)
SMILES	SENP8 block	Jurkat NFkB inh	697 NFkB inh	Gli-Sufu antag	UBC13 inh	EBI2 block	CCR6 antagonist	Apaf1 inhib
Cc1ccc(N=Nc2c(C)[nH]n(-c3ccccc3)c2=O)cc1	-9	-4	-1	-3	-25	7	15	0
O=C(Cn1c2c(c(-c3ccccc3)cc1=O)CCCC2)N1CCCCCC1	3	13	10	3	4	-8	-1	10
Cc1cc(NC(=O)C(Cl)c2ccccc2)no1 (stereo not given)	-4	-5	-8	26	0	-14	12	-8
O=C(O)CCn1c(=S)oc2ccccc21	5	5	5	2	2	1	6	-21
COc1ccc(CC(NC(C)=O)C(=O)NC2CCN(C(=O)Nc3ccc(C#N)cc3)CC2)cc1OC (stereo not given)	11	-1	30	-2	-1	-15	0	-11

Main list, previewed entries included:
SMILES	SENP8 block	Jurkat NFkB inh	697 NFkB inh	Gli-Sufu antag	UBC13 inh	EBI2 block	CCR6 antagonist	Apaf1 inhib
Cc1ccc(N=Nc2c(C)[nH]n(-c3ccccc3)c2=O)cc1	-9	-4	-1	-3	-25	7	15	0
O=C(Cn1c2c(c(-c3ccccc3)cc1=O)CCCC2)N1CCCCCC1	3	13	10	3	4	-8	-1	10
Cc1cc(NC(=O)C(Cl)c2ccccc2)no1 (stereo not given)	-4	-5	-8	26	0	-14	12	-8
O=C(O)CCn1c(=S)oc2ccccc21	5	5	5	2	2	1	6	-21
COc1ccc(CC(NC(C)=O)C(=O)NC2CCN(C(=O)Nc3ccc(C#N)cc3)CC2)cc1OC (stereo not given)	11	-1	30	-2	-1	-15	0	-11
Cc1ccc(N(CC(=O)NCc2ccc(F)cc2)C(=O)c2snc(C(N)=O)c2N)cc1C	-10	-7	-8	39	24	17	15	6
N=C1C(c2nc(-c3ccc(Br)cc3)cs2)=C(O)CN1NC(=O)c1ccc([N+](=O)[O-])cc1	0	-19	-5	1	-27	-4	18	-12
O=C(NCCC(=O)N1CCN(c2ccccn2)CC1)c1ccc(Cl)cc1	-1	10	15	4	15	4	-2	-10
COc1ccc(CN(C2CCCCC2C)S(=O)(=O)c2ccc(S(=O)(=O)N(C)C)cc2)cc1OC (stereo not given)	7	7	9	24	-9	-4	9	9
CCCC(=O)NC(=S)Nc1ccc(S(=O)(=O)Nc2ccc(OCC)cc2)cc1	-1	-6	7	3	12	6	31	12
CCOCCCNC(=O)c1ccc(Cn2c(=O)[nH]c3ccsc3c2=O)cc1	1	-1	18	2	5	-5	-1	-16
O=C1CCCc2c1[nH]c1ccc(Cl)cc21	1	0	-13	-22	8	-1	-15	17
Cc1ccc(S(=O)(=O)/C(C#N)=C/c2c(N3CCCCC3)nc3ccccn3c2=O)cc1	-16	3	0	4	-1	-8	20	24
Cc1ccc(NC(=O)/C(=C\c2cccnc2)NC(=O)c2ccco2)cc1	2	-16	-21	2	-5	2	0	15
CCSc1cc(C2C(C(=O)OC)=C(C)NC3=C2C(=O)CCC3)c(C)o1 (stereo not given)	7	-2	14	-24	4	-13	14	6
Cc1ccc2nc3nc(NCC4CCCO4)c(C(=O)NC4CCCC4)cc3c(=O)n2c1 (stereo not given)	0	3	-19	7	13	1	19	3
COc1cc2c(cc1OC)C1(Nc3c-2c(C)nn3-c2ccccc2)C(=O)Nc2ccccc21 (stereo not given)	-12	9	-3	-5	-8	4	4	12
CC1CCC(NC(=O)Cn2c(=O)oc3ccccc32)CC1 (stereo not given)	4	-2	-25	-25	-6	-5	-3	5
COc1ccc(CCNC(=O)COC(=O)COc2ccc(C#N)cc2)cc1	1	-16	0	-12	-6	0	-1	-8
CCOC(=O)N1CCN(C(=O)CSc2ccc3nnc(CCNC(=O)c4ccccc4)n3n2)CC1	-5	4	6	-7	20	2	-1	-27
CC(C)Cn1c(CCCNC(=O)c2ccco2)nc2ccccc21	1	5	-10	6	-4	6	3	-6
c1ccc(-c2csc(-c3ccncc3)n2)cc1	-15	-19	2	-15	4	5	3	13
NC(=O)/C(=C\c1ccccc1)NC(=O)/C=C/c1ccccc1	3	9	4	7	5	-3	8	9
CCC(C)(C)c1ccc(OCCN2C(=O)NC(C)(C)C2=O)cc1	1	-13	-1	2	3	-3	11	8
COc1cc(/C=N/NS(=O)(=O)c2ccc(C)cc2)ccc1OCc1ccc(C(=O)O)cc1	13	63*	-9	-163	-11	-3	0	-5

Compound profiles, as listed above. Values in the order: SENP8 block	Jurkat NFkB inh	697 NFkB inh	Gli-Sufu antag	UBC13 inh	EBI2 block	CCR6 antagonist	Apaf1 inhib
Entry for `CCCC(=O)NC(=S)Nc1ccc(S(=O)(=O)Nc2ccc(OCC)cc2)cc1` = -1	-6	7	3	12	6	31	12
Entry for `Cc1ccc(N=Nc2c(C)[nH]n(-c3ccccc3)c2=O)cc1` = -9	-4	-1	-3	-25	7	15	0

Remaining list, next part:
SMILES	SENP8 block	Jurkat NFkB inh	697 NFkB inh	Gli-Sufu antag	UBC13 inh	EBI2 block	CCR6 antagonist	Apaf1 inhib
CN(Cc1ccco1)C(=O)C1CCC(=O)N(CCc2cccc(F)c2)C1 (stereo not given)	2	3	-1	-8	-6	1	-2	7
CCOc1ccccc1NC(=O)Cn1c(=O)n(-c2ccccc2)c(=O)c2oc3ccccc3c21	-9	7	3	0	-8	1	14	0
O=C(CSc1nnc(-c2c[nH]c3ccccc23)o1)NCC1CCCO1 (stereo not given)	-7	6	12	-6	4	-8	-1	3
O=C(CN1C(=O)c2ccccc2S1(=O)=O)N1CCN(c2ccccc2F)CC1	-10	12	10	0	-1	1	19	3
Cc1c(Cl)cccc1NC(=S)NCCc1ccc(C(F)(F)F)cc1	1	12	-5	1	2	5	7	10
Cc1nn(CC(=O)Nc2cccnc2)c(C)c1[N+](=O)[O-]	-8	12	19	11	20	-3	5	-15
CCOC12NC(=O)CC(=O)N1C(c1ccccc1)=CS2 (stereo not given)	-7	-2	-15	-18	4	8	-9	-294
CCCCN(CC)Cc1ccc(CNC(=O)Nc2ccc(OC)cc2OC)o1	10	-4	12	-8	-3	3	6	-9
NS(=O)(=O)c1ccc(-c2ccc(/C=C3\SC(=O)NC3=O)o2)cc1	-1	-8	16	28	-1	-8	16	4
COc1ccc(CC(=O)Nc2nc(C)cs2)cc1S(=O)(=O)N1CCOCC1	1	-3	10	·	7	7	6	-13
CC1(C)SC(=S)N(/N=C/c2ccc(O)cc2)C1N(O)C(=O)Nc1ccc([N+](=O)[O-])cc1 (stereo not given)	-11	11	-20	2	-6	4	38	16
COc1ccc(-n2c(-c3ccc(OC)c(OC)c3)n[nH]c2=S)cc1	-3	10	15	5	7	-7	-11	3
CC(C)(C)c1nnc(NC(=O)CCS(=O)(=O)c2ccccc2)s1	1	11	12	-10	-3	-4	21	0
Cc1cccc(-n2c(CCc3ccccc3)nnc2SCC(=O)c2ccccc2)c1	-9	18	14	9	18	24	22	19
O=C(NCCCN1CCOCC1)c1ccc([N+](=O)[O-])cc1[N+](=O)[O-]	0	3	8	0	-9	-8	-22	0
O=C(NCCCl)Nc1ccccc1OCCOc1ccccc1NC(=O)NCCCl	1	-3	7	-8	9	4	13	9
Cc1cc(C(C#N)c2ccccc2F)n2ncnc2n1 (stereo not given)	7	6	16	0	-11	-5	16	-10
CCn1c(-c2cc(Cl)ccc2OC)n[nH]c1=S	2	-9	-43	0	-6	4	14	9
Cc1ccccc1-n1c(Cn2c(=O)sc3ccccc32)nnc1SCC(=O)Nc1nccs1	5	-9	1	-7	-4	2	0	-1
O=C1CCCC2=C1C(c1cccs1)n1nc(SCc3ccccc3F)nc1N2 (stereo not given)	-9	12	-7	4	4	1	5	16
CCN(CC)S(=O)(=O)c1ccc(N2CCN(S(=O)(=O)c3ccccc3)CC2)nc1	3	20	14	21	8	0	11	7
C#CCOCCOCCOCCNc1nc(N2CCN(C(=O)[C@H](CCC(=O)O)n3cc([C@@H](N)CO)nn3)CC2)nc(N2CCN(C(=O)[C@H](CCC(=O)O)n3cc([C@@H](N)CCSC)nn3)CC2)n1	-6	-17	5	3	-6	-8	12	5
CSCC(C)N1CCC(Oc2cccc(C(=O)NCc3ccccn3)c2)CC1 (stereo not given)	-6	-12	10	25	10	-2	-3	8
CCC(C)NC(=O)CSc1nc2ccccc2c(=O)n1Cc1ccc(OC)cc1 (stereo not given)	4	-2	4	-3	39	6	6	8
CSc1ccc(C(=S)N2CCN(C(c3ccccc3)c3ccccc3)CC2)cc1	3	21	-14	9	2	83*	0	5
The results go on:
SMILES	SENP8 block	Jurkat NFkB inh	697 NFkB inh	Gli-Sufu antag	UBC13 inh	EBI2 block	CCR6 antagonist	Apaf1 inhib
Cc1ccc(S(=O)(=O)NCC(=O)OCC(=O)Nc2ccc(C)c(S(=O)(=O)N3CCOCC3)c2)cc1	6	-36	17	3	15	0	3	-6
Cc1csc(NC(=O)CCS(=O)(=O)c2ccc(Br)cc2)n1	-6	-9	15	3	5	-2	11	0
O=C(CNCc1ccccc1Cl)NCc1ccco1	-1	-23	-38	-1	0	15	0	-7
CCSc1nnc2nc(C)cc(C)n12	-6	-2	7	-5	11	-9	-9	-6
Cc1ccc(S(=O)(=O)N2CCOCC2)cc1NC(=O)COC(=O)C1COc2ccccc2O1 (stereo not given)	4	-3	7	4	-2	9	4	6
CSc1nccn1C(=O)c1ccccc1[N+](=O)[O-]	16	3	2	-16	-8	-3	1	-2
COc1ccc(NC(=O)CN2CCN(CC(=O)Nc3ccccc3Cl)CC2)cc1	0	0	13	10	8	18	9	7
Cc1cc(Nc2ncc(Cl)cc2Cl)n(-c2ccccc2C)n1	-2	-3	7	2	-6	6	15	10
CN(C)c1ccnc(Nc2ccc(F)cc2)c1C#N	6	-2	3	2	2	7	6	-3
COc1ccc(CCNC(=O)COC(=O)/C=C/c2ccc3c(c2)OCO3)cc1	21	-33	-17	-22	4	1	11	1
O=C(CCCc1nc(-c2ccccc2Cl)no1)NC1CCCCC1	-8	12	6	3	26	8	28	-8
CCOC(=O)CNC(=O)COc1coc(CN2CCN(c3ccccc3F)CC2)cc1=O	7	6	3	-13	-1	2	5	-6
N#CCCSCc1ccc(C(=O)O)o1	-7	-16	7	1	-8	-3	-16	-16
CN(C)CCCN=Cc1c(O)n(Cc2ccccc2)c(=O)c2ccccc12	7	-1	15	4	1	0	8	1
CC(=O)Nc1cccc(C(=O)OCC(=O)c2ccc3c(c2)OCO3)c1	67*	-121	-126	-111	-10	-12	10	20
O=[N+]([O-])c1cccc(S(=O)(=O)N2CCCCCC2)c1	5	-8	8	1	-6	-9	12	11
O=C(C1CC1)n1cc(C(=S)N2CCOCC2)c2ccccc21	-5	9	4	-1	6	-7	10	-1
COCCn1c(C)cc2c(c1=O)C(c1ccco1)C(C#N)=C(N)O2 (stereo not given)	-13	-5	10	-5	-4	-13	-6	-10
CC(C)CN(C(=O)C1CCC1)c1c(N)n(Cc2ccccc2)c(=O)[nH]c1=O	10	13	-6	0	13	3	9	-10
O=C(NC(NNc1ccc([N+](=O)[O-])cc1)(C(F)(F)F)C(F)(F)F)c1ccccc1Cl	6	8	0	-1	-5	4	24	9
CC(C)C[C@H](NC(=O)c1nc[nH]c1C(=O)NCC(=O)OC(C)(C)C)C(=O)OCc1ccccc1	-13	-9	-9	3	-14	-13	-9	23
O=S1(=O)CCOCCCN1Cc1cccc(F)c1	-10	-17	-22	-14	-13	-6	2	5
CC(C)/C=N/NC(=O)c1cc(Br)ccc1O	-7	0	3	1	20	-2	8	-1
Cc1ccc(/C=N\NC(=O)Cc2noc3ccccc23)cc1	-1	7	-20	-10	4	28	5	0
Cc1cccc(C(C)C)c1NC(=O)COC(=O)C1CC(=O)N(Cc2ccccc2)C1 (stereo not given)	7	27	15	-6	-2	-6	8	-5
Cc1ccc(C(=O)O/N=C(\N)c2ccccn2)c(Cl)c1	96*	65*	-8	48	0	-12	-22	-2
Cc1ccc(NC(=O)CCC(=O)c2cccs2)nc1	0	-5	7	-7	-3	-1	7	7

Source: PubChem

The list is partial (hit frequency here may not be typical).
